High-throughput results: PubChem, National Center for Advancing Translational Sciences (NCATS)
HCMV antiviral: qHTS Assay for inhibitors of the human cytomegalovirus (HCMV); HFF cells, HCMV-luciferase reporter, 72 h; active compounds read low; activity change, negative = inhibition, % at 57.5 µM; hit rate 4.5% among 410,000; AID 1259415, 2018; in the data active = activity change below about -60%; inconclusive = no clear call, values can overlap the other calls; inactive = above about -39%
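Steps: HFFs plated, 16 h 37C; compounds added; HCMV-luciferase added to MOI 1 PFU/cell; 72 h 37C; OneGlo reagent, 5 min room temperature; luminescence read, normalized to controls.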
AmpC inh detg: qHTS Inhibitors of AmpC Beta-Lactamase (assay with detergent); AmpC hydrolysis of nitrocefin, absorbance 480 nm, 0.01% Triton; Potency, µM (highest dose often 114 µM), without a hit: top-dose activity change, negative = inhibition, actives largely listed as inhibitors; hit rate 0.041% among 370,000;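 also: potency is read from the fitted curve at half-maximal effect; 0% = no-compound wells and -100% = no-enzyme wells; nearly all actives have a fitted effect of over 25% in size; some results filed as inactive show a strong effect at the top dose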
Target sequence (P00811 whole entry, looked up): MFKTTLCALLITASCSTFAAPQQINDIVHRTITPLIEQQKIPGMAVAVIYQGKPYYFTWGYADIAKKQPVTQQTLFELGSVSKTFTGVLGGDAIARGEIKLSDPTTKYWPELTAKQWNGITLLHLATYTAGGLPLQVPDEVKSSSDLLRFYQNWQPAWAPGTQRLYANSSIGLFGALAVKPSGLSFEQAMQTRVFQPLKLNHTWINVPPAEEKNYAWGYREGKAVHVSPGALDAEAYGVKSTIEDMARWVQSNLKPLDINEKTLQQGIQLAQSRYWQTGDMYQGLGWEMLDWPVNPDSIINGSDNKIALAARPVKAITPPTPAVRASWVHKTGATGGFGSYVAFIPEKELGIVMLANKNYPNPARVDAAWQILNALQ
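AmpC (5.3 nM in the dispensed reagent) in 20 mM phosphate pH 7.0 with 0.01% (detergent screen) or 0.0001% Triton X-100 was preincubated with compounds for 15 min at room temperature. Nitrocefin was then added from an 800 uM solution, and hydrolysis was followed at 480 nm.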
AmpC inh no detg: qHTS Inhibitors of AmpC Beta-Lactamase (assay without detergent); P00811; AmpC nitrocefin hydrolysis, absorbance 480 nm, 0.0001% Triton; Potency, µM (titrated, usually from 57.1 µM), without a hit: top-dose activity change, negative = inhibition, most hits filed as inhibitors; hit rate 0.52% among 330,000; AID 485341, 2010;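 also: potency is read from the fitted curve at half-maximal effect; plate controls were no compound for no effect and no enzyme for full effect; nearly all actives have a fitted effect of over 20% in size; some results filed as inactive show a strong effect at the top dose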
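20 mM phosphate pH 7.0 + 0.01% (detergent screen) or 0.0001% Triton X-100; 5.3 nM AmpC reagent; cpd preinc 15 min RT; nitrocefin (800 uM stock) to start; A480 q20 s × 4 min; Activity was normalised to no-enzyme and no-compound control wells.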
Tb PYK inh: qHTS of Trypanosoma Brucei Inhibitors; TbPYK enzyme, Kinase-Glo Plus ATP luminescence, 45 min; AID 624173, 2012; Potency, µM (series often up to 76.8 µM), for inactives: at the highest dose activity, negative = inhibition, usual class: inhibitors; pyruvate kinase (Trypanosoma brucei), Q57TT1; hit rate 0.12% among 410,000; also: potency is read from the fitted curve at half-maximal effect; nearly all actives have a fitted effect of over 50% in size
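Activity of T. brucei pyruvate kinase was followed by Kinase-Glo Plus luminescence after the enzyme reacted 45 min at room temperature with 130 uM ADP (final) and substrate. Test compounds were added before ADP at multiple concentrations.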
LmPK inh: qHTS Assay for Inhibitors of Leishmania Mexicana Pyruvate Kinase (LmPK) | Q27686 | purified LmPK, Kinase-Glo ATP luminescence, 1 h | Potency, µM (top dose mostly 57.5 µM), for inactives: at the top dose activity change, negative = inhibition, usual class: inhibitors | hit rate 0.37% among 290,000; also: potency is read from the fitted curve at half-maximal effect
Target sequence (Q27686 whole entry, looked up): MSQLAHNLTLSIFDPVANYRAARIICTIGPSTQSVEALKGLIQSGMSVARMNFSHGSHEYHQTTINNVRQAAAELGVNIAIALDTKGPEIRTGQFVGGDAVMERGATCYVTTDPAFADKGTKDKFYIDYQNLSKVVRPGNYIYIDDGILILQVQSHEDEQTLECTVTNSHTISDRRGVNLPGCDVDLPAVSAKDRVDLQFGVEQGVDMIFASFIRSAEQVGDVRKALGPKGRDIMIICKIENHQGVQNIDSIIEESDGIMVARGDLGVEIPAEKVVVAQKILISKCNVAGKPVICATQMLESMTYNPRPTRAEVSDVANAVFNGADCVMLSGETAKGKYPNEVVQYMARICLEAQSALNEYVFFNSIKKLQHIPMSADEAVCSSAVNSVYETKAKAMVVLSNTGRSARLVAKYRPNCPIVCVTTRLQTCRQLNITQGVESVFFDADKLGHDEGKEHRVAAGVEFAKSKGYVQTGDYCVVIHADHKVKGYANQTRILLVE
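Purified LmPK (0.1 nM) converted ADP (0.1 mM) to ATP with PEP (0.5 mM) in imidazole buffer pH 7.2 with KCl and MgCl2, 1 h at room temperature. ATP was read by Kinase-Glo luminescence; data normalized to uninhibited and no-enzyme controls.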
Sm TGR inh: qHTS Assay for the Inhibitors of Schistosoma Mansoni Peroxiredoxins; Schistosoma mansoni thioredoxin glutathione reductase (TGR), Q962Y6; purified TGR, DTNB reduction, TNB absorbance 405 nm; Potency, µM (doses to about 114 µM), for inactives: at the highest dose activity change, negative = inhibition, hits mostly inhibitors; hit rate 3% among 360,000; AID 485364, 2010; also: potency is read from the fitted curve at half-maximal effect; nearly all actives have a fitted effect of over 60% in size
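Kinetic colorimetric format: TGR-catalysed, NADPH-driven DTNB reduction monitored via TNB absorbance. Enzyme dispensed at 20 nM; compound exposure 15 min at room temperature before reaction start.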
AMA1-RON2 inh: qHTS for Inhibitors of AMA1-RON; Towards Development of Antimalarial Drug Lead: Primary Screen | AlphaScreen AMA1-biotinylated RON2 peptide binding | Potency, µM (top dose mostly 58.2 µM), inactives show top-dose activity change, negative = inhibition, usual class: inhibitors | hit rate 0.2% among 360,000 | AID 720542, 2013;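 also: potency is read from the fitted curve at half-maximal effect; 0% = vehicle wells and -100% = peptide control; nearly all actives have a fitted effect of over 45% in size; some results filed as inactive show a strong effect at the top dose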
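AMA1 (3D7) with his tag at 25 nM final met compounds first, then biotinylated RON2 peptide at 25 nM; detection used donor plus acceptor beads, 10 µg/mL apiece, read by AlphaScreen after 30 min at room temperature.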
* = called active by the depositor; ? = inconclusive; . = no result given; & = joins results of further samples; [ ] = another dose, or the depositor's remark. Unless noted, calls follow the shape of the dose curve; as a rule, active = well fitted curve in the direction sought with a large enough effect; inconclusive = small, poorly fitted or top-dose-only effect, or another doubt; inactive = no such curve, though single readings can be large; an effect the other way counts as inactive or inconclusive. Unless noted, % is scaled to controls: 0 for no effect and ±100 for the full control effect.

SMILES	HCMV antiviral	AmpC inh detg	AmpC inh no detg	Tb PYK inh	LmPK inh	Sm TGR inh	AMA1-RON2 inh
Cc1ccc(C)c(NS(=O)(=O)c2ccc(-c3cnc(C4CC4)o3)cc2)c1	-82*	-8%	-9%	-5%	-5%	8%	-5%
CCOc1ccc2[nH]c(=O)c(CN(CC3COCCO3)C(=O)C3CC3)cc2c1 (stereo not given)	-17	-4%	-7%	8%	3%	-22%	0%
O=C(NCc1nc2ccccc2[nH]1)c1cccc(S(=O)(=O)N2CCCC2)c1	30	?	-25%	-3%	17%	7%	5%
CCn1ncc([N+](=O)[O-])c1C(=O)Nc1nc2cccc(C)c2s1	6	2%	-35%	0%	-1%	0%	-1%
O=C(Nc1ccc2nc(-c3ccc4nc[nH]c4c3)[nH]c2c1)c1cccs1	-21	-3%	-3%	2%	-5%	-35%	?
Cc1cccc(C)c1NC(=O)c1ccc(N2CCCC2=O)cc1	-5	-17%	1%	1%	.	-9%	5%
CC1CCCC(C)N1C(=O)/C=C/c1ccc(S(=O)(=O)N2CCOCC2)cc1 (stereo not given)	-3	-16%	75%[activator]	-3%	.	0%	12%
CC1=C/C(=N\S(=O)(=O)c2ccccc2)C(C(C)C)=CC1=O	?	-6%	?	-5%	-1%	-18%	6%
CC(=O)NC(Cc1ccccc1)C(=O)N1CCN(C(=O)c2cccs2)CC1 (stereo not given)	-39	?	-6%	1%	-5%	0%	7%
CC1=C(C(=O)N(C)C)CC(CC(=O)NCCN2CCOCC2)C(=O)N1CCCN1CCCC1=O (stereo not given)	3	.	.	2%	.	.	8%
O=C(Nc1cccc(F)c1)c1ccc(-c2ccccc2C(F)(F)F)o1	39	?	-14%	.	-19%	?	.
COc1ccc(C(=O)Nc2ccc3ncccc3c2)cc1	-27	-9%	-31%	-15%	-13%	-30%	5%
O=c1cc(CO)occ1OCc1c(F)cccc1Cl	-31	?	-19%	0%	0%	5%	-7%
NS(=O)(=O)c1cccc(C(=O)N2CCCc3ccccc32)c1	8	.	.	0%	.	.	19%
O=c1cnc2ccccc2n1Cc1ccccc1	-29	.	.	4%	.	.	-4%
CCOC(=O)c1ccccc1C(=O)OCC	-31	.	.	-5%&-6%	.	.	-1%
COc1ccc(OC)c(N(C)S(=O)(=O)c2cc3c(cc2C)NC(=O)CO3)c1	-14	0%	-23%	3%	1%	4%	-3%
COc1cccc(CC(=O)OCC(=O)N(C)CC(=O)Nc2ccc(Cl)c(C(F)(F)F)c2)c1	-2	0%	62%[activator]	4%	.	-1%	-14%
CCOc1ccc(CN2CCNC(=O)C2CC(=O)NCCN2CCOC2=O)cc1 (stereo not given)	-16	-6%	150%[activator]	1%	-11%	?	-1%
Cc1cc(OCC(=O)N[C@@H](Cc2ccccc2)C(=O)O)c2c3c(c(=O)oc2c1)CCCC3	3	-12%	7%	-7%	-4%	-3%	1%
O=C(NCCCN1CCN(c2ccc(F)cc2)CC1)NC12CC3CC(CC(C3)C1)C2	-79*	-9%	115%[activator]	3%	-1%	-7%	-6%
N#CCC(=O)Nc1ccc(C(=O)OCC(=O)N=c2sccn2Cc2ccccc2Cl)cc1	-31	-14%	10µM*	-4%	.	-1%	4%
O=S(=O)(Nc1nc2ccccc2nc1Cl)c1ccc(F)cc1	-26	3%	-24%	0%	3%	?	8%
Cc1ccc(OCC(=O)Nc2ccc(N3CCOCC3)cc2)cc1	18	-9%	-3%	-14%	-2%	1%	1%
COC(=O)c1c(C)[nH]c(C(=O)C(C)OC(=O)C2CC(=O)N(CCc3ccccc3)C2)c1C (stereo not given)	62	2%	197%[activator]	0%	.	-6%	-4%

Quoted from above (3 entries):
SMILES	HCMV antiviral	AmpC inh detg	AmpC inh no detg	Tb PYK inh	LmPK inh	Sm TGR inh	AMA1-RON2 inh
Cc1ccc(C)c(NS(=O)(=O)c2ccc(-c3cnc(C4CC4)o3)cc2)c1	-82*	-8%	-9%	-5%	-5%	8%	-5%
CCOc1ccc2[nH]c(=O)c(CN(CC3COCCO3)C(=O)C3CC3)cc2c1 (stereo not given)	-17	-4%	-7%	8%	3%	-22%	0%
O=C(NCc1nc2ccccc2[nH]1)c1cccc(S(=O)(=O)N2CCCC2)c1	30	?	-25%	-3%	17%	7%	5%

Next results
SMILES	HCMV antiviral	AmpC inh detg	AmpC inh no detg	Tb PYK inh	LmPK inh	Sm TGR inh	AMA1-RON2 inh
COc1ccc(NC(=O)C2CCN(c3nnnn3-c3ccccc3)CC2)cc1	?	7%	0%	-3%	2%	7%	15%
COc1ccc2c(c1)c1c(c(=O)n(-c3ccccc3C)c(=O)n1Cc1cccc(C(F)(F)F)c1)n2C	-25	22%	.	-3%	.	-1%	.
CN=C(Nc1cc(C)nn1CCC#N)c1ccccc1	-6	-8%	-11%	-9%	-2%	1%[11.4 µM]	4%
Cc1ccc2cc(CN(Cc3ccco3)C(=S)NCC3CCCO3)c(=O)[nH]c2c1 (stereo not given)	.	9%	35%	-2%	19%	0%	-12%
Cc1cc2c(cc1C)C(=O)C(Br)=C(N)C2=O	-33	.	.	-5%	.	.	-8%
Cc1ccc(-c2csc(SCC(=O)Nc3cc(C)on3)n2)cc1	14	?	-27%	1%	3%	-9%	14%
CC(C)N(C(=O)[C@H]1CC(CC(=O)NCCCN(C)C)C(=O)N2CCc3c([nH]c4ccccc34)[C@]12C)C(C)C (stereo not given in full)	-14	.	145%[activator]	-2%	.	.	17%
O=C(/C=C/c1ccccc1)N1CCN(Cc2nc3ccccc3c(=O)[nH]2)CC1	6	-10%	94%[activator]	-5%	1%	-1%	2%
O=S(=O)(Nc1ccc2ccccc2n1)c1ccccc1	31	-5%	-25%	11%	-1%	0%	3%
CCS(=O)(=O)c1ccc(-c2cccc(NC(=O)COc3ccc(Cl)cc3)c2)nn1	-12	-11%	-19%	3%	-1%	-16%	4%
CCc1ccc(NC(=O)CN2C(=O)CC(c3ccccc3)Sc3ccccc32)cc1 (stereo not given)	-7	-1%	.	-9%	.	-10%	.
CCN(CC)CCCNC(=O)Cc1csc2nc(-c3ccc(Cl)cc3)cn12	-7	2%	.	-3%	.	-5%	.
COc1cccc(/C=c2\s/c(=C\C(=O)C(C)(C)C)[nH]c2=O)c1	3	-2%	-42%	1%	-6%	-8%	30%
CSc1nsc(NC(=O)CCNC(=O)c2ccc([N+](=O)[O-])cc2)n1	27	-1%	?	3%	-5%	1%	-7%
COc1cccc(OCC(O)CN2CCN(c3ccccn3)CC2)c1 (stereo not given)	-2	-8%	-20%	-6%	-3%	-3%	-5%
O=C(Nc1ccc(S(=O)(=O)Nc2nccs2)cc1)c1ccc(F)cc1	51	5%	-29%	3%	2%	5%	3%
Cc1ccccc1SCC(=O)NNC(=O)c1ccccc1O	.	4%	-47%	-2%	-8%	-22%	91%[activator]
CC(C)(C)S(=O)N1Cc2cc(CO)cc(-c3ccccc3)c2[C@H]1CCO (stereo not given in full)	4	.	.	3%	.	.	-4%
O=S(=O)(NCCn1ccc2ccccc21)c1ccccc1	-5	-14%	25µM*	-10%	-2%	6%	-2%
COc1ccccc1-c1c(C)nn2c(NCCN3CCCC3)cc(C)nc12	-7	?	-131%	-2%	2%	-24%	94%[activator]
Cn1c(=O)c2c(nc(C(O)c3ccccc3)n2C)n(C)c1=O (stereo not given)	-39	.	.	-9%	.	.	18%
COc1ccccc1NS(=O)(=O)c1ccc(O)c(NC(=S)NCC2CCCO2)c1 (stereo not given)	6	-4%	-24%	-20%	0%	5%	9%
CCN(CC)CCCNC(=O)/C=C/C(=O)O	21	0%	0%	10%	4%	2.5µM*	13%
CC(C)COC(=O)N1CCCC(c2cc(C(=O)Nc3ccccc3Cl)no2)C1 (stereo not given)	-11	.	.	4%	.	.	16%
CCCCN(C)C(=O)c1ccc2c(c1)S(=O)(=O)c1ccccc1C2=O	-19	1%	-10%	-3%	-8%	4%	77%[activator]
Other structures follow.
SMILES	HCMV antiviral	AmpC inh detg	AmpC inh no detg	Tb PYK inh	LmPK inh	Sm TGR inh	AMA1-RON2 inh
COc1ccc([N+](=O)[O-])cc1NC1CCN(C(=O)c2cccs2)CC1	.	14%	3%	4%	-9%	5%	-1%
CCN1C(=O)[C@H]2[C@@H](c3ccc(-c4ccc(OC)cc4)c(OC)c3)N[C@@](CC(C)C)(C(=O)OC)[C@H]2C1=O	23	.	21%	0%	.	.	13%
Cc1ccc(-n2nnnc2SCC(=O)N2Cc3ccccc3CC2C(=O)O)cc1 (stereo not given)	-21	-4%	-28%	4%	8%	-1%	0%
O=C1CCCN1c1ccc(S(=O)(=O)N2CCC(c3ccccc3)CC2)cc1	?	?	0%	1%	-2%	-2%	-6%
CCOc1ccc(CCNC(=O)c2cccc(N3CCCC3=O)c2)cc1OCC	-79*	?	6%	-2%	-3%	2%	-6%
Cc1ccc(S(=O)(=O)NN2C(=O)/C(=C\c3ccc(Cl)cc3)SC2=S)cc1	-15	0%	-26%	-4%	-9%	-21%	-1%
Cc1cc(=O)oc2c3c(cc(OCC(=O)NCCC(=O)O)c12)OC(C)(C)CC3	-5	-2%	-16%	-9%	-5%	-4%	0%
COC(=O)C1CCN(C(=O)Cn2nnc(-c3cccc(F)c3)n2)CC1	70	-9%	-2%	-14%	3%	2%	6%
Cc1ccc(-n2c(CCC(=O)O)ccc2-c2cccs2)cc1C	30&-33	10%&-9%	-43%	?	-1%	10µM*	-4%
Cc1nc2ccc(C(=O)N3CCN(C(=O)c4ccco4)CC3)cn2c1N(C)C(=O)CCc1ccccc1	-7	.	.	1%	.	.	9%
Cc1cc(NS(=O)(=O)c2ccc(NC(=O)C(C)Oc3cc(C)c(Cl)c(C)c3)cc2)no1 (stereo not given)	46	4%	-24%	-8%	0%	-1%	3%
NC(=S)N/N=C/c1c[nH]c2ccc(OCc3ccccc3)cc12	.	4%	-43%	-14%	-1%	1%	65%[activator]
COc1ccc(F)cc1C(=O)C1CCCN(Cc2ccc(Oc3ncccn3)cc2)C1 (stereo not given)	?	-12%	45%	0%	0%	.	3%
CCc1ccc(NCc2cc3ccc(OC)cc3n(CC(=O)Nc3ccc(C)c(Cl)c3)c2=O)cc1	24	12%	.	-1%	.	3%	.
Cc1ccccc1NC(=S)NNC(=O)c1ccncc1	61	2%	-16%	3%	-14%	.	40%[activator]
